Bioassay records deposited in PubChem by several laboratories.
PG9 Ab binder: small molecules binding HIV-1 gp120 antibody PG9. TR-FRET gp120-PG9 antibody binding. hit rate 0.43% among 360,000. inhibition, % at 6.7 µM; in the data active = inhibition above about 8.5%
SMARCA2 activ: activators of SMARCA2 function; hit rate 1% among 370,000; activation, % at 9.1 µM; MG213 cells, MMTV-luciferase reporter, dexamethasone, overnight; in the data active = activation above about 7.8%;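 also: 0% = vehicle wells and 100% = reference activator wells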
ARFGAP1 inhibitor: inhibitors of rat ARFGAP1; Q62848; Arfgap1-stimulated ARF1 GTP hydrolysis, GDP FP detection; inhibition, % at 16.5 µM; hit rate 0.26% among 360,000;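 active = inhibition above a per-plate limit, mean inhibition of low control wells plus 3 SD, cut at about 25% in these data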;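 also: 0% = DMSO wells with enzyme and 100% = wells lacking Arfgap1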
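material = rat Arfgap1 catalytic domain, aa 1-136 | also added = human ARF1(Δ1-17)-GTP substrate | compound dosing = one concentration, 16.5 µM, DMSO 1.26% | times = GTP hydrolysis reaction 2 h at 25 °C | measured by = FP, GDP Alexa 633 tracer displaced from anti-GDP antibody, 620/688 nm | evaluation = percent inhibition of Arfgap1-stimulated GTP hydrolysis | replication = single well per compound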
Rev-erbA mod: Rev-erb alpha (human) modulation; activity, % at 10 µM; Rev-erbα–FITC-DNA binding, fluorescence polarization, 90 min; hit rate 0.79% among 370,000;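 active = activity above about 14%, limit read from the data; passing the limit was not always enough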;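 also: 0% = DMSO wells with 35 nM protein and 100% = DMSO wells with 750 nM protein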
ASAP1 GAP inh: blocks human ASAP1-stimulated Arf1 GTP hydrolysis. Q9ULH1. GDP FP detection. inhibition, % at 16.5 µM. hit rate 0.19% among 360,000. AID 624377; in the data active = inhibition above about 25%;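 also: 0% = vehicle with enzyme and substrate and 100% = no enzyme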
NPR2 activator: GC-B (human) receptor activation; P20594; HEK293-GC-B cells, CNP EC30, cGMP TR-FRET; 0% at EC30 CNP, 100% saturating CNP; hit rate 0.11% among 370,000; activation, % at 10 µM;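 active = activation at 10 µM reaching about 35% in either raw or pattern-adjusted values, limit read from the data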
Target sequence (P20594 whole entry, looked up): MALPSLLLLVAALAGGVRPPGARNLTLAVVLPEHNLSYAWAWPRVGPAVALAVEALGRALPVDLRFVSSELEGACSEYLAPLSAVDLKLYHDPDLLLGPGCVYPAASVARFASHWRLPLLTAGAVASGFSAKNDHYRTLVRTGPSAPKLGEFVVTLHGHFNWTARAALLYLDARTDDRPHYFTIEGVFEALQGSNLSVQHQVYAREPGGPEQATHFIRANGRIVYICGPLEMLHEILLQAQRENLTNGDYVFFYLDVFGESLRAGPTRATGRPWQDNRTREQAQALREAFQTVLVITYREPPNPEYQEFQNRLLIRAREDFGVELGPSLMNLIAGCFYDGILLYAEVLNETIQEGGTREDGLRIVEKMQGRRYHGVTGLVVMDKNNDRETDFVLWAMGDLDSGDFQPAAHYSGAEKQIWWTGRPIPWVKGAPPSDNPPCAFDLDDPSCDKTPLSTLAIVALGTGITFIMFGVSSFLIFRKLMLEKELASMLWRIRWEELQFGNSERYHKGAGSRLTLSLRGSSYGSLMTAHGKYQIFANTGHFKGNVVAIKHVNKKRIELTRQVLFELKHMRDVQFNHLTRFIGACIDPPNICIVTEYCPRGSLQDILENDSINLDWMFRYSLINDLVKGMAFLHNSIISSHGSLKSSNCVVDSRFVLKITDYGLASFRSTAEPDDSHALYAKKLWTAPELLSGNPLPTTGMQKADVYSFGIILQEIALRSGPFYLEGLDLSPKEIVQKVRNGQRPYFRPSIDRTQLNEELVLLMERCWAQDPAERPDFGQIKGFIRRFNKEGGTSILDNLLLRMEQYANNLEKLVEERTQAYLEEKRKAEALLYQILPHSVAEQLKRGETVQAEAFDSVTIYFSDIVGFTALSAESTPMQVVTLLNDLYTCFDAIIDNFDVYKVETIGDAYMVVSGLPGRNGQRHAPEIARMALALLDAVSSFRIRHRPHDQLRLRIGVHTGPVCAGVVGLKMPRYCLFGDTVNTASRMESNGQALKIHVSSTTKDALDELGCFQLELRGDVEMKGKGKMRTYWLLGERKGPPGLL
HTRA1 inh: inhibitors of human serine peptidase HTRA1; Q92743; recombinant HTRA1, FP-rhodamine activity-based probe, fluorescence polarization; inhibition, % at 5.96 µM; hit rate 0.5% among 340,000; in the data active = inhibition above about 36%;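 also: 0% = enzyme with DMSO and 100% = wells lacking enzyme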
rCAG binder: r(CAG) repeat RNA binding | TO-PRO-1 dye displacement fluorescence | inhibition, % at 3 µM | hit rate 1.3% among 370,000 | AID 651821;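 active = inhibition above the plate cutoff, the mean of all test compounds on that plate plus 3 SD, cut at about 35% in these data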;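 also: 0% = DMSO alone and 100% = 100 µM mitoxantrone as full dye displacement; higher means more dye released from RNA so lower well fluorescence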
GC-A act: GC-A (human) enzyme activation | HEK293 GC-A cells, cGMP TR-FRET, EC30 ANP; 0% at EC30 ANP, 100% saturating ANP | hit rate 0.14% among 370,000 | activation, % at 10 µM | P16066 | AID 1671463; in the data active = activation above about 40%
ABHD4 inh: inhibitors of mouse ABHD4. purified mABHD4, FP-Rh probe fluorescence polarization. inhibition, % at 8.92 µM. hit rate 0.54% among 370,000;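 active = inhibition exceeding the mean over every tested compound plus 3 SD, cut at about 30% in these data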;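 also: 0% = plate median of compound wells and 100% = S159A mutant with DMSO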
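assay system = mABHD4 protein | compound dosing = single nominal dose of 8.92 µM, 0.89% DMSO final | read-out basis = percent inhibition of probe binding, normalized to plate controls | schedule = Enzyme–compound pre-incubation 45 min, then probe 60 min, both 25 °C | detection = fluorescence polarization, excitation 525 nm, emission 598 nm, BODIPY TMR filters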
* = called active by the depositor.

What do the screens show for `COc1ccc(CNC(=O)CN(c2ccc(OC)c(Cl)c2)S(=O)(=O)c2ccc(C)cc2)cc1`?
PG9 Ab binder: -0.1; SMARCA2 activ: -2; ARFGAP1 inhibitor: 6; Rev-erbA mod: 2; ASAP1 GAP inh: -3; NPR2 activator: -12; HTRA1 inh: -22; rCAG binder: -1; GC-A act: -14; ABHD4 inh: 2

What do the screens show for `COc1cccc(CNC(=O)C2CC(=O)N(C3CCCCC3)C2)c1` (configuration not stated)?
PG9 Ab binder: 1.4; SMARCA2 activ: 0; ARFGAP1 inhibitor: 3; Rev-erbA mod: -1; ASAP1 GAP inh: 4; NPR2 activator: 5; HTRA1 inh: -2; rCAG binder: -3; GC-A act: 1; ABHD4 inh: 2

Results for O=C(Cc1ccccc1)NNC(=S)Nc1ccccc1 ?
PG9 Ab binder: -1.5; SMARCA2 activ: -2; ARFGAP1 inhibitor: -14; Rev-erbA mod: -5; ASAP1 GAP inh: -1; NPR2 activator: 5; rCAG binder: 1; GC-A act: 4; ABHD4 inh: 4

Results for O=C(CSCc1cnn(-c2ccccc2)c1-n1cccc1)N1CCN(Cc2ccccc2)CC1 ?
PG9 Ab binder: -0.8; SMARCA2 activ: -3; ARFGAP1 inhibitor: -3; Rev-erbA mod: 0; ASAP1 GAP inh: -2; NPR2 activator: -4; HTRA1 inh: -14; rCAG binder: -7; GC-A act: -4; ABHD4 inh: -5

What do the screens show for `C=CCNC(=O)/C(C#N)=C/c1c(N2CCN(c3ccc(OC)cc3)CC2)nc2c(C)cccn2c1=O`?
PG9 Ab binder: 0.9; SMARCA2 activ: 0; ARFGAP1 inhibitor: 6; Rev-erbA mod: -1; ASAP1 GAP inh: 6; NPR2 activator: -2; HTRA1 inh: -2; rCAG binder: 1; GC-A act: 9; ABHD4 inh: 3

Results for CCOc1ccc2oc(C(=O)OCC(=O)N3CCCC(C)C3)c(C)c2c1 (configuration not stated) ?
PG9 Ab binder: -0.1; SMARCA2 activ: -3; ARFGAP1 inhibitor: 33*; Rev-erbA mod: -5; ASAP1 GAP inh: 19; NPR2 activator: 1; HTRA1 inh: -1; rCAG binder: -1; GC-A act: 1; ABHD4 inh: 2

What do the screens show for `CC(C)Cn1c(N)c(C(=O)COC(=O)c2ccccc2Cl)c(=O)n(C)c1=O`?
PG9 Ab binder: 2.5; SMARCA2 activ: -3; ARFGAP1 inhibitor: -1; Rev-erbA mod: -2; ASAP1 GAP inh: 6; NPR2 activator: -2; HTRA1 inh: -22; rCAG binder: -6; GC-A act: 12; ABHD4 inh: -7

How did CC(=O)OC(C(=O)NC1CCCCC1)c1cccc(C)c1 (configuration not stated) do in these assays?
PG9 Ab binder: -1.4; SMARCA2 activ: 0; ARFGAP1 inhibitor: -11; Rev-erbA mod: 6; ASAP1 GAP inh: 5; NPR2 activator: -1; HTRA1 inh: 3; rCAG binder: -6; GC-A act: 0; ABHD4 inh: 8

What do the screens show for `O=C(N/N=C/c1ccc(OC(=O)c2ccccc2)cc1)c1cccnc1`?
PG9 Ab binder: 2.3; SMARCA2 activ: -2; ARFGAP1 inhibitor: 2; Rev-erbA mod: -4; ASAP1 GAP inh: 1; NPR2 activator: -1; HTRA1 inh: -1; rCAG binder: 3; GC-A act: 5; ABHD4 inh: -11

What do the screens show for `Cc1ccc(-n2cnc3sc(C)c(C)c3c2=O)cc1`?
PG9 Ab binder: -1.2; SMARCA2 activ: 0; ARFGAP1 inhibitor: 4; Rev-erbA mod: 1; ASAP1 GAP inh: -3; NPR2 activator: 7; HTRA1 inh: 3; rCAG binder: -4; GC-A act: -3; ABHD4 inh: 6

How did CCC1(C)CN=C(c2ccccc2)NC1 (configuration not stated) do in these assays?
PG9 Ab binder: 0.4; SMARCA2 activ: -4; ARFGAP1 inhibitor: -3; Rev-erbA mod: -2; ASAP1 GAP inh: -12; NPR2 activator: 5; HTRA1 inh: 9; rCAG binder: 0; GC-A act: -1; ABHD4 inh: 1

Results for CC1CCCC(C)N1C(=O)Cc1ccccc1 (configuration not stated) ?
PG9 Ab binder: 0.0; SMARCA2 activ: -3; ARFGAP1 inhibitor: -3; Rev-erbA mod: 5; ASAP1 GAP inh: 6; NPR2 activator: 3; HTRA1 inh: -6; rCAG binder: -5; GC-A act: 1; ABHD4 inh: 0

What do the screens show for `COc1ccc(/C=C/C(=O)NC(=S)NNC(=O)c2cccs2)cc1`?
PG9 Ab binder: -0.9; SMARCA2 activ: 1; ARFGAP1 inhibitor: 3; Rev-erbA mod: 4; ASAP1 GAP inh: -1; NPR2 activator: 4; HTRA1 inh: 8; rCAG binder: 9; GC-A act: 1; ABHD4 inh: -1

How did Cc1ccc2oc(C(=O)N3CCC(O)(c4ccccc4)CC3)c(C)c2c1 do in these assays?
PG9 Ab binder: -2.0; SMARCA2 activ: 2; ARFGAP1 inhibitor: 1; Rev-erbA mod: -5; ASAP1 GAP inh: -3; NPR2 activator: -1; HTRA1 inh: -14; rCAG binder: -6; GC-A act: 5; ABHD4 inh: -5

Results for COC(=O)C1(C)NC(c2ccco2)C2C(=O)N(c3ccc(F)cc3)C(=O)C21 (configuration not stated) ?
PG9 Ab binder: 0.8; SMARCA2 activ: -6; ARFGAP1 inhibitor: 12; Rev-erbA mod: 10; ASAP1 GAP inh: 7; NPR2 activator: 2; HTRA1 inh: -4; rCAG binder: 0; GC-A act: 3; ABHD4 inh: 0

What do the screens show for `O=C(CSc1nnc(Cc2cccs2)n1-c1ccc(Cl)cc1)Nc1ccc(OCc2ccccc2)cc1`?
SMARCA2 activ: -5; Rev-erbA mod: -2; NPR2 activator: 0; rCAG binder: 10; GC-A act: -4; ABHD4 inh: -19

Results for O=C(Nc1c(C(=O)N2CCCCC2)cnn1-c1ccccc1)c1ccccc1F ?
PG9 Ab binder: -0.2; SMARCA2 activ: -1; ARFGAP1 inhibitor: 7; Rev-erbA mod: 2; ASAP1 GAP inh: -6; NPR2 activator: -3; HTRA1 inh: 4; rCAG binder: -7; GC-A act: -2; ABHD4 inh: 9

What do the screens show for `CCN(CC)C(=O)Oc1ccc2c(c1)O/C(=C\c1ccco1)C2=O`?
PG9 Ab binder: -2.4; SMARCA2 activ: -1; ARFGAP1 inhibitor: 8; Rev-erbA mod: -1; ASAP1 GAP inh: 6; NPR2 activator: 1; HTRA1 inh: 0; rCAG binder: 19; GC-A act: 3; ABHD4 inh: 21

How did COc1ccccc1/C=C/C1(C(=O)NC2CCCC2)CC(=O)N1c1ccccc1 (configuration not stated) do in these assays?
PG9 Ab binder: -0.8; SMARCA2 activ: -2; ARFGAP1 inhibitor: 7; Rev-erbA mod: 6; ASAP1 GAP inh: -11; NPR2 activator: -12; HTRA1 inh: -16; rCAG binder: -4; GC-A act: -20; ABHD4 inh: -1

How did CCS(=O)(=O)NC(=O)C1(C)CCN1C(=O)C1(c2ccc(Cl)cc2)CC1 (configuration not stated) do in these assays?
PG9 Ab binder: -2.0; SMARCA2 activ: 6; ARFGAP1 inhibitor: 10; Rev-erbA mod: -4; ASAP1 GAP inh: -1; NPR2 activator: -3; rCAG binder: 1; GC-A act: 2; ABHD4 inh: 7

What do the screens show for `O=C(CSc1ccccn1)N/N=C/c1ccccc1[N+](=O)[O-]`?
PG9 Ab binder: 1.4; SMARCA2 activ: -1; ARFGAP1 inhibitor: -2; Rev-erbA mod: -1; ASAP1 GAP inh: 8; NPR2 activator: 2; HTRA1 inh: -4; rCAG binder: 2; GC-A act: 0; ABHD4 inh: 9

What do the screens show for `CC1CCC(C(O)(C(=O)c2ccccc2)c2ccccc2)C(=O)C1` (configuration not stated)?
PG9 Ab binder: -1.5; SMARCA2 activ: -2; ARFGAP1 inhibitor: 2; Rev-erbA mod: -1; ASAP1 GAP inh: 8; NPR2 activator: -11; HTRA1 inh: -5; rCAG binder: 1; GC-A act: -16; ABHD4 inh: -7

How did COc1cc(C(=O)OC2CCOC2=O)cc(Cl)c1OC (configuration not stated) do in these assays?
PG9 Ab binder: -0.8; SMARCA2 activ: 1; ARFGAP1 inhibitor: 4; Rev-erbA mod: -1; ASAP1 GAP inh: -1; NPR2 activator: -4; HTRA1 inh: 10; rCAG binder: 1; GC-A act: 2; ABHD4 inh: 4

How did O=C(CSc1nnc(SCc2cccc3ccccc23)s1)c1ccc2c(c1)OCO2 do in these assays?
PG9 Ab binder: -1.5; SMARCA2 activ: -1; ARFGAP1 inhibitor: 16; Rev-erbA mod: 2; ASAP1 GAP inh: -1; NPR2 activator: 8; HTRA1 inh: -14; rCAG binder: 34; GC-A act: 3; ABHD4 inh: 4

How did COc1ccccc1C(=O)NC1CCCCN(C)C1=O (configuration not stated) do in these assays?
PG9 Ab binder: -2.5; SMARCA2 activ: 3; ARFGAP1 inhibitor: -9; Rev-erbA mod: -2; ASAP1 GAP inh: 6; NPR2 activator: -1; rCAG binder: 0; GC-A act: -2; ABHD4 inh: 2

How did COC(=O)c1cc(C(=O)Nn2cnnc2)cc([N+](=O)[O-])c1 do in these assays?
PG9 Ab binder: 1.4; SMARCA2 activ: 0; ARFGAP1 inhibitor: 5; Rev-erbA mod: -5; ASAP1 GAP inh: -17; NPR2 activator: 3; HTRA1 inh: 1; rCAG binder: 5; GC-A act: 5; ABHD4 inh: 1

Results for CC(=O)c1cc(-c2ccc([N+](=O)[O-])cc2)c(=O)n2c1CCC2 ?
SMARCA2 activ: -1; Rev-erbA mod: 6; NPR2 activator: -5; rCAG binder: 4; GC-A act: -3; ABHD4 inh: 2

Already shown: an excerpt of the list.
What do the screens show for `O=C(CSc1nnc(Cc2cccs2)n1-c1ccc(Cl)cc1)Nc1ccc(OCc2ccccc2)cc1`?
SMARCA2 activ: -5; Rev-erbA mod: -2; NPR2 activator: 0; rCAG binder: 10; GC-A act: -4; ABHD4 inh: -19

Results for O=C(Nc1c(C(=O)N2CCCCC2)cnn1-c1ccccc1)c1ccccc1F ?
PG9 Ab binder: -0.2; SMARCA2 activ: -1; ARFGAP1 inhibitor: 7; Rev-erbA mod: 2; ASAP1 GAP inh: -6; NPR2 activator: -3; HTRA1 inh: 4; rCAG binder: -7; GC-A act: -2; ABHD4 inh: 9

What do the screens show for `CCN(CC)C(=O)Oc1ccc2c(c1)O/C(=C\c1ccco1)C2=O`?
PG9 Ab binder: -2.4; SMARCA2 activ: -1; ARFGAP1 inhibitor: 8; Rev-erbA mod: -1; ASAP1 GAP inh: 6; NPR2 activator: 1; HTRA1 inh: 0; rCAG binder: 19; GC-A act: 3; ABHD4 inh: 21

How did COc1ccccc1/C=C/C1(C(=O)NC2CCCC2)CC(=O)N1c1ccccc1 (configuration not stated) do in these assays?
PG9 Ab binder: -0.8; SMARCA2 activ: -2; ARFGAP1 inhibitor: 7; Rev-erbA mod: 6; ASAP1 GAP inh: -11; NPR2 activator: -12; HTRA1 inh: -16; rCAG binder: -4; GC-A act: -20; ABHD4 inh: -1
